High-throughput results from PubChem BioAssay.
GPR151 ag: activates the human receptor GPR151; PathHunter beta-arrestin GPR151 cells, luminescence; Q8TDV0; activation, % at 11.2 µM; 1% of 650,000 active; AID 1508602; in the data active = activation above about 4.9%;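 note: 0% = median of compound wells and 100% = cells with positive control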
Target sequence (Q8TDV0 whole entry, looked up): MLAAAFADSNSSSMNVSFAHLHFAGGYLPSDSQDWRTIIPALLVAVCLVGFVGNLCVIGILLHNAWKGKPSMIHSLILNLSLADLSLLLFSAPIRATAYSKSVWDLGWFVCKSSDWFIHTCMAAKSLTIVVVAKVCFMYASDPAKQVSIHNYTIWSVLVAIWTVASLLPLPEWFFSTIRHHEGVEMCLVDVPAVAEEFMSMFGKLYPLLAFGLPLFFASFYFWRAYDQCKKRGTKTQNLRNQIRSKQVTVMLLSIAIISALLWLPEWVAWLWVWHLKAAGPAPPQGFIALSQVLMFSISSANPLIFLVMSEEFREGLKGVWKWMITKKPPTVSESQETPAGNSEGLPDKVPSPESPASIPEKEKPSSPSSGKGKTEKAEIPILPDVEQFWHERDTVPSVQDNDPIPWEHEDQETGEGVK
MITF primary: blocks human microphthalmia-associated transcription factor; O75030; AlphaScreen MITF homodimerization, bead proximity signal; inhibition, % at 2.6 µM; 0.91% of 650,000 active; in the data active = inhibition above about 50%;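 note: 0% = vehicle wells with protein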
Target sequence (O75030 whole entry, looked up): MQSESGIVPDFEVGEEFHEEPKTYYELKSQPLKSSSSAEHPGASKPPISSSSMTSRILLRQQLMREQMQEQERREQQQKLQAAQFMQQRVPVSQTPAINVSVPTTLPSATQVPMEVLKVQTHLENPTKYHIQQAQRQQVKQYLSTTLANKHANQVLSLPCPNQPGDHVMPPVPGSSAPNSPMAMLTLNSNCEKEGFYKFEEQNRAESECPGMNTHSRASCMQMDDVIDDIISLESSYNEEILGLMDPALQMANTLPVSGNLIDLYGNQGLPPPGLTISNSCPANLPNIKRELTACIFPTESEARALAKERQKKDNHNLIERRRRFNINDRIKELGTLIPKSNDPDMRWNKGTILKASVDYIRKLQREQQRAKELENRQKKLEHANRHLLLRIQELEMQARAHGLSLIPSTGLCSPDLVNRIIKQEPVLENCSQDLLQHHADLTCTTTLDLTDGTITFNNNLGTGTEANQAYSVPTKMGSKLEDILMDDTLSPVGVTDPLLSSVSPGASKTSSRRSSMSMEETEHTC
FBW7 act: activators of human E3 ligase FBW7 | Q969H0 | AlphaScreen FBW7–phospho-cyclin E peptide binding, activator screen | normalized activity (activation), % at 26.1 µM | 0.13% of 650,000 active | AID 1259310; in the data active = normalized activity above about 1.9%;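 note: purified mutant Fbw7 with reduced substrate affinity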
TEAD-YAP inh: TEAD-YAP interaction inhibition; 1.4% of 640,000 active; HEK-TIYL cells, TEAD-Gal4/YAP UAS-luciferase luminescence; AID 1259422; inhibition, % at 9.12 µM; in the data active = inhibition above about 32%;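 note: 0% = median of test compound wells and 100% = reference inhibitor wells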
The depositor's hits bear a star; & = joins results of further samples.

Values run as follows: GPR151 ag	MITF primary	FBW7 act	TEAD-YAP inh
1. O=C(NCc1cccc(C(F)(F)F)c1)c1cc(N2CCCC2CO)nc2ccccc12 (centres undefined)
    -0.8	3.0	0.0	-5.0
2. CCC(CO)N=CC1=C(O)C(C(=O)c2ccccc2)CCC1=O (centres undefined)
    2.2	24.7	0.1	8.7
3. COc1cccc(NC(=O)c2cnc(SCC(=O)N3CCN(c4ccccc4)CC3)n(C)c2=O)c1
    -2.2	-6.6	-0.1	35.5*
4. CN(C)CCNC(=O)c1cc2c(=O)n3ccccc3nc2n1C
    0.8	3.2	-0.3	-2.6
5. CC(NS(=O)(=O)c1ccc([N+](=O)[O-])cc1)C(c1cccs1)N1CCN(C)CC1 (centres undefined)
    0.1	9.9	0.1	11.2
6. O=C(N/N=C/c1c[nH]c2ccccc12)c1ccccn1
    -3.2	2.2	0.1	-18.5
7. Cc1cc(/C=C/C(=O)O)c(C)n1-c1ccc(Cl)cc1
    -1.0	-0.8	-0.2	8.0
8. COc1ccc(C(O)C(=O)N2CCC[C@@H]2C(=O)Nc2ccc3[nH]ncc3c2)cc1 (some centres undefined)
    -0.3&-0.2	18.0&13.1	-0.1&0.1	7.2&10.2
9. Cc1ccc(NC(=O)CCCCCN2C(=O)c3cccc([N+](=O)[O-])c3C2=O)cc1C
    1.2	-2.6	-0.2	5.6
10. Cc1cc(/C=C(\C#N)C(=O)NCC2CCCO2)c(C)n1-c1sc2c(c1C#N)CCCC2 (centres undefined)
    0.6	1.1	-0.1	9.6
11. COc1ccc(CCN2C(=S)N(CCc3ccccc3)C(=O)C2CC(=O)Nc2ccccc2)cc1OC (centres undefined)
    0.0	4.4	-0.2	-8.2
12. CCOc1ccc(-n2nc3ccc(NC(=O)c4ccc(C)c(C)c4)cc3n2)cc1
    0.3	6.1	0.2	-0.4
13. Cc1cc2nccc(N)n2n1
    -1.1	-10.8	0.0	5.2
14. OCCCc1n[nH]c(=S)n1-c1ccccc1
    0.1	12.8	0.1	2.8
15. O=C(Cc1ccccc1)Nn1c(SCC(=O)c2ccc(Br)cc2)nc2ccccc2c1=O
    0.6	8.3	0.1	2.2
16. C=CCNC(=O)c1ccc(-c2cnn(C)c2)nc1
    2.6	5.1	0.4	-7.3
17. COc1cccc(OC)c1C(=O)Nc1nc2ccc3sc(C)nc3c2s1
    -0.9	11.8	0.0	-7.9
18. Cc1ccc(NC(=O)CSc2nc3ccccc3c(=O)n2CCc2ccc(S(N)(=O)=O)cc2)cc1
    0.4	20.9	0.3	1.2
19. O=C(CN1C(=O)C2CC=CCC2C1=O)Nc1ccc(F)cc1F (centres undefined)
    1.3	14.3	0.1	2.6
20. Cc1ccccc1Nc1nc(N)nc(COC(=O)CC2CC3CCC2C3)n1 (centres undefined)
    1.6	-0.2	0.3	-18.9
21. CC(Cc1cncs1)NC(=O)CN1Cc2ccccc2OC(C)C1 (centres undefined)
    2.1	16.0	0.1	-8.4
22. COc1ccc(-c2nc(Cl)c3ccccc3n2)cc1
    -4.9	-4.2	-0.1	2.9
23. CCC(C)(O)c1nnn(-c2nonc2N)c1C(C)(O)CC (centres undefined)
    -1.5	-4.5	0.0	8.0
24. COc1ccc(-c2nc3cnccn3c2NCc2ccco2)cc1
    0.0	5.5	0.1	-43.2
25. COCCNCCCCOc1ccc2ccccc2c1Br
    -0.7	21.8	0.1	-11.7
26. COCc1nnc(NC(=O)c2ccc(Cl)c(Cl)c2)s1
    -1.2	1.0	0.0	-19.6
27. Cc1cc(N2C(=O)c3oc4ccc(F)cc4c(=O)c3C2c2cccc(Cl)c2)no1 (centres undefined)
    -0.7	2.7	-0.1	-5.6
28. Cc1ccc2cc(CN(CC3CCCO3)C(=O)c3ccccc3Cl)c3nnnn3c2c1 (centres undefined)
    0.8	4.7	0.0	-9.1
29. COC(=O)C1=C(C)NC2=C(C(=O)CC(C)(C)C2)C1c1cccc(Br)c1 (centres undefined)
    -1.8	5.2	0.1	9.4
30. Cn1cc(Cl)c(-c2n[nH]c(=S)n2-c2ccccc2)n1
    0.2	7.3	0.1	5.0

Molecules listed so far that have a nitro group on carbon (2):
Values run as follows: GPR151 ag	MITF primary	FBW7 act	TEAD-YAP inh
5. CC(NS(=O)(=O)c1ccc([N+](=O)[O-])cc1)C(c1cccs1)N1CCN(C)CC1 (centres undefined)
    0.1	9.9	0.1	11.2
9. Cc1ccc(NC(=O)CCCCCN2C(=O)c3cccc([N+](=O)[O-])c3C2=O)cc1C
    1.2	-2.6	-0.2	5.6

More records follow.
Values run as follows: GPR151 ag	MITF primary	FBW7 act	TEAD-YAP inh
31. CCOC(=O)c1ccc(NC(=O)C(=O)Nc2ccc3nc4n(c(=O)c3c2)CCCCC4)cc1
    -0.5	-2.1	-0.1	7.1
32. O=C(CSc1nc2ccccc2c(=O)n1CCCC(=O)N1CCCC1)NCCc1ccccc1
    1.1	6.0	0.1	5.5
33. COCC(=O)Nc1ccc(-c2nnc(N(C)c3ccc(OC)cc3)s2)cc1
    -0.5	-7.5	0.0	2.8
34. O=C(c1ccsc1)N1CCC(c2nc(-c3cccnc3)ncc2-c2ccccc2)CC1
    0.5	10.5	0.1	-44.5
35. NC(CSSCC(N)C(=O)O)C(=O)O (centres undefined)
    -0.2	4.3	-0.1	0.7
36. Cc1cc(C)cc(NC(=O)C2CC23CCN(C(=O)CC2CC2)CC3)c1 (centres undefined)
    -0.8	-3.4	-0.1	11.1
37. N#C/C(=C\c1ccc(OC(F)F)cc1)C(=O)N1CCCCCC1
    3.0	12.0	0.0	0.5
38. CCOc1ccccc1CN1CCCC(CNC(=O)c2cccs2)C1 (centres undefined)
    -0.4	9.7	0.0	-3.6
39. CCOc1ccc(-n2nc(C(=O)N3CCN(c4ccccc4F)CC3)c3ccccc3c2=O)cc1
    -0.4	4.2	0.0	3.3
40. CN(CC1COCCO1)C(=O)CCC1(Cc2ccc(Cl)cc2)CCC(=O)N1 (centres undefined)
    0.1	16.9	0.4	-5.4
41. CCn1ncc(NC(=S)Nc2ccc3c(c2)OCO3)c1C(N)=O
    1.0	12.2	-0.4	-32.0
42. COc1ccc(OC)c(Nc2nc3nonc3nc2N2CCC(C)CC2)c1
    -1.7	-0.7	0.0	17.1
43. COc1cc(OC)c(C2C=C(c3ccc(Cl)cc3)Nc3nnnn32)cc1OC (centres undefined)
    -0.7	2.7	-0.1	-15.2
44. O=C(c1ccccc1F)N(Cc1ccco1)C1CCS(=O)(=O)C1 (centres undefined)
    -0.8	-11.0	0.0	1.2
45. Cc1ccc2nc(NC(=O)CSc3[nH]c(=O)ncc3C)sc2c1
    -2.2	9.8	0.3	2.1
46. Cc1nnc(SCC(=O)NCc2cccs2)n1Cc1ccccc1
    0.4	10.7	0.4	8.9
47. COCCn1c(SCc2cccc(C)c2)nc2c(c1=O)SCC2
    0.3	-0.1	-0.1	-11.6
48. CC(=O)/C=C/c1ccc(-c2cccc([N+](=O)[O-])c2)o1
    -0.9	-5.8	0.0	-3.7
49. Cc1ccc(C(=O)Oc2ccc(C3Oc4ccccc4C4CC(c5ccc(C)cc5)=NN43)cc2)cc1 (centres undefined)
    0.9	-11.1	-0.1	-49.4
50. O=C(/C=C/c1cccc([N+](=O)[O-])c1)N(O)c1ccccc1Cl
    -0.4	-9.4	-0.1	2.3
51. Cc1cccc(NC(=O)CCC(=O)N/N=C/c2cc([N+](=O)[O-])ccc2O)c1
    -1.6	24.4	0.0	0.9
52. Cc1ccccc1OCc1nnc(SCC(N)=O)n1-c1ccc(F)cc1
    0.8	9.3	0.0	0.9
53. Cc1cccc(-n2c(C)cn3c4c(=O)n(C)c(=O)n(C)c4nc23)c1
    0.1	14.9	0.2	1.1
54. CC(=O)N/N=C(\C)CC(=O)Nc1ccc(Cl)c(C(F)(F)F)c1
    0.2	12.5	0.2	21.9
55. O=C(CSCc1ccc(Br)cc1)NCc1ccccn1
    -0.2	12.6	-0.2	-1.6
56. Cc1nnc(NC(=O)C2CCCO2)s1 (centres undefined)
    0.4	15.8	0.2	-0.6
57. O=C(CC(=O)NN=C1CCCCCC1)NCc1cccnc1
    -0.3	-12.8	-0.2	-4.9
58. NS(=O)(=O)c1ccc(CCNC(=O)c2ccc3c(=O)n(Cc4ccc(Cl)cc4)c(=S)[nH]c3c2)cc1
    0.6	-17.0	0.0	4.3
59. OCCC1CN(Cc2cc(Cl)ccc2O)CCN1C1CCCC1 (centres undefined)
    0.0	41.4	-0.1	-2.3
60. CCOC(=O)c1c(C=O)c(C)n(Cc2ccccc2)c1C
    -0.2	30.0	-0.1	-4.9

Entries of single compounds, quoted from the list. Screens in order: GPR151 ag, MITF primary, FBW7 act, TEAD-YAP inh
Entry for Cc1nnc(NC(=O)C2CCCO2)s1 (centres undefined) : 0.4, 15.8, 0.2, -0.6
Entry for COCCn1c(SCc2cccc(C)c2)nc2c(c1=O)SCC2 : 0.3, -0.1, -0.1, -11.6

Additional records follow:
Values run as follows: GPR151 ag	MITF primary	FBW7 act	TEAD-YAP inh
61. O=C(Nc1ccccc1O)/C(=C/c1ccncc1)NC(=O)c1ccccc1
    -0.5	46.4	-0.6	4.5
62. COc1ccc(CN(CC(=O)NC2CCCC2)C(=O)CCC(=O)Nc2cc(C)on2)cc1
    0.1	7.5	0.1	-7.0
63. O=C(Nc1ccc(N2CCCC2=O)cc1)c1ccc2c(c1)OCO2
    -9.5	1.1	-0.2	-39.8
64. O=C(Nc1cccc2ccccc12)N[C@H]1C[C@H]2C(=O)N[C@@H](Cc3ccc(Cl)cc3)C(=O)N2C1
    0.6	-1.4	0.1	7.9
65. N#C/C(=C/c1ccco1)c1nc(-c2ccccc2O)cs1
    -0.6	2.4	-0.4	-88.0
66. CC(=O)Nc1cccc(-c2cnc3c(Nc4ccccc4)nccn23)c1
    -5.9	13.2	0.2	0.1
67. O=C(NNC(=O)c1cc2nc(-c3ccccc3)cc(C(F)(F)F)n2n1)c1ccc2c(c1)OCO2
    -0.9	6.9	0.2	-2.2
68. COc1ccc(Cl)cc1C(=O)NNC(=O)CSc1nnc(-c2ccco2)o1
    -0.1	-5.7	-0.1	-6.5
69. COc1cc(-c2ccc(NC(C)=O)c(OC)c2)ccc1NC(C)=O
    -2.1	-3.9	0.1	-6.5
70. O=C(c1nc2sccn2c1CN1CCCC(O)C1)N1CCCCCCC1 (centres undefined)
    -1.3	8.1	0.0	6.8
71. CCOC(=O)/C(C#N)=C/N=CN(C)C
    -1.8	21.1	0.1	4.1
72. Cc1csc2nc(-c3ccc(NC(=O)C4CC4)cc3)cn12
    -2.2	3.2	0.3	-26.2
73. CC(C)c1ccccc1NC(=O)CCCN1C(=O)c2ccccc2C1=O
    0.2	11.5	0.2	-8.6
74. Cc1cc2c(cc3c(=O)n(CC(N)=O)nc(C)n32)o1
    0.1	0.5	-0.1	-9.2
75. CN(C)c1nc(Cl)nc(NCCOc2ccccc2)n1
    -0.8	7.8	-0.2	-4.1
76. O=C1CC(C(=O)N2CCCC(c3[nH]ncc3-c3ccccc3)C2)c2ccccc21 (centres undefined)
    4.6	12.1	-0.1	-12.5
77. CSc1cccc(NS(=O)(=O)c2ccccc2[N+](=O)[O-])c1
    -1.1	-11.3	-0.3	-10.5
78. CCC(C)Sc1nc2c(c(=O)[nH]c(=O)n2C)n1Cc1ccc(Cl)cc1 (centres undefined)
    1.3	0.9	0.0	-12.8
79. Cc1ccc(CCNC(=O)C2CC(Cc3ccc(F)cc3)=NO2)cc1 (centres undefined)
    2.0	-4.7	-0.1	-10.5
80. Cc1nn(CC(=O)OCC(=O)c2ccc3c(c2)-c2ccccc2C3)c(C)c1[N+](=O)[O-]
    -1.4	-0.4	-0.1	-12.7
81. O=C(O)c1ccc(/C=N/NC(=O)c2cc(-c3cccs3)[nH]n2)cc1
    1.3	10.6	0.3	-4.7
82. Cc1cc(SCC(=O)N2CCN(c3ccccc3)CC2)nc(=O)[nH]1
    -0.1	-3.6	0.0	13.6
83. COc1ccc(-n2nc3c(c2NC(=O)c2cc([N+](=O)[O-])ccc2Cl)CS(=O)(=O)C3)cc1
    -0.9	9.3	0.0	72.6*
84. O=C(COc1cc(Cl)c(Cl)cc1Cl)Nc1ncn[nH]1
    0.4	-14.2	-0.6	-10.0
85. CCOc1cc(C(=O)OCC(=O)N2C(C)CCCC2C)cc(OCC)c1OCC (centres undefined)
    -2.4	-9.7	0.1	8.8
86. Nc1c(C(=O)NCc2ccco2)nnn1-c1ccccc1
    0.6	14.7	0.1	-41.9
87. COc1ccccc1NC(=O)C1=C(C)Nc2sc(C(=O)c3ccccc3)c(N)c2C1c1ccccc1OC (centres undefined)
    2.9	-1.4	0.4	6.4
88. C=Cn1c(C(=O)O)ccc1-c1ccc(Cl)cc1
    0.1	-8.7	-0.3	-7.4
89. CCOC(=O)c1cc2c(=O)n3ccccc3nc2n(C)c1=NC(=O)c1cccnc1
    -0.7	7.2	-0.3	5.8
90. Cn1c(=O)oc2cc(S(=O)(=O)N3CCN(c4cccc(C(F)(F)F)c4)CC3)ccc21
    -1.2	3.4	0.2	-16.7
